Anthrax LF prot: Bacillus anthracis LF protease inhibitors, primary screen, biochemical, multiplex microsphere, MLPCN library | Lethal factor (Bacillus anthracis), P15917 | hit rate 0.12% among 360,000 | inhibition, % at 10 µM | multiplex microsphere protease cleavage assay; further: plate controls were buffer without enzyme for full effect and enzyme alone for no effect
CCHFV vOTU inh: CCHFV vOTU protease inhibitors, primary screen, biochemical, Pep-AMC substrate, fluorescence | hit rate 0.55% among 370,000 | AID 651958, 2012 | inhibition, % at 11.5 µM; in the data active means inhibition above about 30%; further: 0% = vehicle wells with enzyme and 100% = no enzyme wells
PfHsp40 rescue: rescue of yeast from PfHsp40 toxicity, primary screen, S. cerevisiae, ATP luminescence; S. cerevisiae expressing PfHsp40, growth rescue; hit rate 0.68% among 340,000; growth rescue, % at 12.5 µM; AID 504582, 2011; in the data active means growth rescue above about 28%, passing the limit was not always enough; inconclusive means no clear call, values can overlap the other calls;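 further: yeast W303a lacking pdr1 and pdr3 grown in galactose medium; growth measured after three days at 30 °C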
FadD28 binding: inhibitors of FadD28 bisubstrate probe binding, primary screen, biochemical, fluorescence polarization, single point | AID 588549, 2011 | Mycobacterium tuberculosis FadD28 fatty-acid-AMP ligase | inhibition, % at 12.5 µM | hit rate 0.22% among 360,000; in the data active means inhibition above about 8.5%, passing the limit was not always enough; inconclusive means no clear call, values can overlap the other calls
TcdB GH inh: TcdB glycohydrolase inhibitors, primary screen, biochemical, single point, plate reader | Toxin B (Clostridioides difficile), P18177 | TcdB glycohydrolase enzymatic assay | inhibition, % at 9.99 µM | hit rate 0.24% among 350,000 | AID 652162, 2013; in the data active means inhibition above about 10%
Target sequence (P18177 whole entry, looked up): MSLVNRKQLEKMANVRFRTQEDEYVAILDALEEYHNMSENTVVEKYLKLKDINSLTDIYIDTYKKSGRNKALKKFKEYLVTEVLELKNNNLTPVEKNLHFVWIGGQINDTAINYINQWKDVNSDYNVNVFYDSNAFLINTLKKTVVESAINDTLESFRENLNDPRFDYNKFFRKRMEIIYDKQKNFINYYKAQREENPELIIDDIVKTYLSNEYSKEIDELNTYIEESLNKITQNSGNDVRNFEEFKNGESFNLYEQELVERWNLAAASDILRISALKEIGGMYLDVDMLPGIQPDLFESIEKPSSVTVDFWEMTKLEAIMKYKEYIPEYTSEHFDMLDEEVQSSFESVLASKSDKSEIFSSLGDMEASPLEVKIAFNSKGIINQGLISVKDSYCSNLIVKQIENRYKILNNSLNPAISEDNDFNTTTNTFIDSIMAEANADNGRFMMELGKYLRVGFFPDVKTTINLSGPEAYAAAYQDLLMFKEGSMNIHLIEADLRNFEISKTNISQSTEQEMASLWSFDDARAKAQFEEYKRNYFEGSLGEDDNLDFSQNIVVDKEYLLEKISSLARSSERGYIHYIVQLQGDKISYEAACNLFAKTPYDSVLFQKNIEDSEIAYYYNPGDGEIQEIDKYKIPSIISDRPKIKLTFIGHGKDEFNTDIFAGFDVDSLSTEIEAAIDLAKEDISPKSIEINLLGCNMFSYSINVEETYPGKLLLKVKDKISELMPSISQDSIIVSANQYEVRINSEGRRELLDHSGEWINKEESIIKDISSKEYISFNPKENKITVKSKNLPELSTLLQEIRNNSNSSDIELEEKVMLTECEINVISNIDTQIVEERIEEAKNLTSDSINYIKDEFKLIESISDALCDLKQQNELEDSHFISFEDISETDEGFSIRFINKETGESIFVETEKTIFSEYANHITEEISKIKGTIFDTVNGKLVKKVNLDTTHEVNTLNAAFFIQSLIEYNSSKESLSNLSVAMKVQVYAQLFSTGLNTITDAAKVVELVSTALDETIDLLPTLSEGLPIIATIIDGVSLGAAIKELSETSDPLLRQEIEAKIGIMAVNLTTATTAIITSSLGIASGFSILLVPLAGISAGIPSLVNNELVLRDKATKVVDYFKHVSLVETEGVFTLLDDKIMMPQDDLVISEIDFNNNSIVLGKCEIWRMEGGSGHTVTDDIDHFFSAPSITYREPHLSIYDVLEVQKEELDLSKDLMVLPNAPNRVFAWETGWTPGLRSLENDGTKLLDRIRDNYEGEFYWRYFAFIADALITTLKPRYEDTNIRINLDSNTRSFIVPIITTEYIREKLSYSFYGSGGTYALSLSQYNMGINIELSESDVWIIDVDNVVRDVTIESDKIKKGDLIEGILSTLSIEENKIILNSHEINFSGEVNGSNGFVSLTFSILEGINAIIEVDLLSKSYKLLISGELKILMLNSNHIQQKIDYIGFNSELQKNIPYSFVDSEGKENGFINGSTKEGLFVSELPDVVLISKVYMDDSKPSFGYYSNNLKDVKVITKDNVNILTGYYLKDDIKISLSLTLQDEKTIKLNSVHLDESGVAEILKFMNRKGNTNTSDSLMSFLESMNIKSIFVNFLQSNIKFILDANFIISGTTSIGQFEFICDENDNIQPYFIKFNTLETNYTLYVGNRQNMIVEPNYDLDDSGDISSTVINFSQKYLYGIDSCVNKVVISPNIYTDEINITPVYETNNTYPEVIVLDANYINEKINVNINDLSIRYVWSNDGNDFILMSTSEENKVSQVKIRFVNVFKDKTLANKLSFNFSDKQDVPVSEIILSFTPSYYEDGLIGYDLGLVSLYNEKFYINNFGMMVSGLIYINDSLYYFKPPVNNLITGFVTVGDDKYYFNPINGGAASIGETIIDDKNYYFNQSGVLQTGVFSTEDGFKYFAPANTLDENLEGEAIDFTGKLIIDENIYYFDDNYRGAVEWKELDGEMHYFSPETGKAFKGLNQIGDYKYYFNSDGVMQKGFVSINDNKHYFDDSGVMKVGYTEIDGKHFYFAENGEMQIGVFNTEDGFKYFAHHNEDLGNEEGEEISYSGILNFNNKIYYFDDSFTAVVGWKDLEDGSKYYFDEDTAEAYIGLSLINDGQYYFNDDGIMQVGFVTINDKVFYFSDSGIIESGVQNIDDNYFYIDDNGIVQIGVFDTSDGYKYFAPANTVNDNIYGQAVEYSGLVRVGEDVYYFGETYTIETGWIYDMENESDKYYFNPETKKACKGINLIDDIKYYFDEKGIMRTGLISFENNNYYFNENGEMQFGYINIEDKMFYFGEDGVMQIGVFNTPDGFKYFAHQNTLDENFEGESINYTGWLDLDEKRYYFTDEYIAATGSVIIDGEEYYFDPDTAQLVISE
PrPC surface inh: inhibitors of human cell surface prion protein PrPC, primary screen, cell-based, TR-FRET; Major prion protein (Homo sapiens), P04156; TR-FRET read-out; inhibition, % at 13.8 µM; hit rate 0.43% among 370,000; in the data active means inhibition above about 24%; further: 0% = median of the test wells and 100% = reference compound wells
Yp Topo-I inh: Yersinia pestis topoisomerase I inhibitors, primary screen, biochemical, cleavage product accumulation, plate reader, single point | activity, % at 10 µM | hit rate 0.064% among 360,000 | Y. pestis Topo-I cleavage product accumulation | DNA topoisomerase I (Yersinia pestis CO92); in the data active means activity above about 50%, passing the limit was not always enough; inconclusive means no clear call, values can overlap the other calls; further: inactives centre near 2
BoNT A protease: BoNT/A light chain protease inhibitors, primary screen, biochemical, flow cytometry, MLPCN library | Botulinum neurotoxin type A light chain protease (Clostridium botulinum A str. ATCC 3502) | multiplex microsphere protease substrate cleavage | inhibition, % at 10 µM | hit rate 0.17% among 360,000 | AID 588499, 2011; further: plate controls were buffer without enzyme for full effect and enzyme alone for no effect
BoNT F protease: BoNT/F light chain protease inhibitors, primary screen, biochemical, flow cytometry, MLPCN library; Multiplex microsphere protease cleavage assay; inhibition, % at 10 µM; hit rate 0.22% among 360,000; in the data active means inhibition above about 35%, passing the limit was not always enough; inconclusive means no clear call, values can overlap the other calls; further: plate controls were buffer without enzyme for full effect and enzyme alone for no effect
* hit, by the source's call; ? = inconclusive; · = no result given; & = joins results of further samples; ! = a repeat was not active. Unless noted, no stated cut-off is given here; in the data, active means inhibition above about 30%; inconclusive means no clear call, values can overlap the other calls; inactive means below that.

structure	Anthrax LF prot	CCHFV vOTU inh	PfHsp40 rescue	FadD28 binding	TcdB GH inh	PrPC surface inh	Yp Topo-I inh	BoNT A protease	BoNT F protease
COc1ccc2cc(C#CC3=CC(=O)C[C@H](c4ccc(F)cc4)C3)ccc2c1	14	12	·	0.6	-10	8	3	6.4	1
COc1ccc2c(c1OC)C(=O)OC2Nc1nc(-c2cc3cc(Br)ccc3oc2=O)cs1 (stereo not given)	6	9	7.6	0.4	1.2	-2	-4	0.4	4
O=c1c2[nH]c3ccc(Cl)cc3c2ncn1CCN1CCCCC1	2	-6	0.4	-3.2	·	-6	-4	0.2	1
CCOc1ccc2nc(/N=C/c3c(C)[nH]n(-c4ccccc4)c3=O)sc2c1	0	1	-1.5	1.9	·	3	10	0.3	-4
CC(C)Oc1ccc(Br)cc1C(=O)N/N=C/c1c[nH]c2ccccc12	3	7	-0.1	1.0	1.6	4	-9	2.4	-33
CCOc1ccc(C(=O)N2CCC(C(=O)c3ccc4c(c3)OCCO4)CC2)cc1	1	-2	-0.2	-2.0	·	-6	18	0.7	0
COc1cc(OC)c(OC)cc1CCC(C)NCCC(c1ccccc1)c1ccccc1 (stereo not given)	-6	2	0.4	-3.9	1.3	-19	6	-1.0	-15
COc1ccc(NS(=O)(=O)c2cccc(C(=O)N3CCN(C/C=C/c4ccccc4)CC3)c2)cc1	-5	30*	·	-2.5	-11	10	17	-0.1	-9
COc1cccc(NC(=O)CN(C)C(C)C(=O)Nc2ccc(S(=O)(=O)N3CCOCC3)cc2)c1 (stereo not given)	1	2	-1.0	-1.6	2.2	7	-11	0.5	-1
COc1cc(OC)c2c(c1)OC(=O)CC2c1ccc2c(c1)OCO2 (stereo not given)	-8	8	-0.4	-2.5	0.5	-9	-2	-0.3	-8
CSCCC(NC(=O)C1CCCCC1)c1nc2ccccc2[nH]1 (stereo not given)	-17	0	·	0.0	1.2	-2	2	-5.9	-9
COCCNC(=O)C1(C)CCCN(Cc2cc(-c3ccccc3)nn2C)C1 (stereo not given)	-1	1	·	-1.6	-0.3	0	12	0.2	-1
N#Cc1nc(-c2ccc(F)cc2)oc1NCc1ccco1	-14	-24	0.9	0.2	0.3	14	-5	?	?
O=C(CCl)Nc1ccc(S(=O)(=O)Nc2nccs2)cc1	4	7	-1.1	-3.7	0.2	-1	8	-1.8	-4
C=CCSc1nnc(-c2sc(-c3ccccc3)nc2C)n1C	-6	-23	0.5	0.5	·	-3	10	-1.0	-2
CCCCSC1(SCCCC)N=C(N)C2(C#N)C(c3ccccc3)NC(C)=C(C)C12C#N (stereo not given)	-1	8	-0.9	-1.2	·	-1	-4	0.0	-4
O=[N+]([O-])c1ccc(Cc2ccccn2)c([N+](=O)[O-])c1	8	-12	-1.4	-1.6	1.1	-21	5	-3.4	?
Cc1ccc(C2N(c3cccc(Cl)c3)C(=O)N3CCCN23)cc1 (stereo not given)	-10	2	0.4	-4.0	2.0	-10	-12	?	?
O=C(O)CC/C(=N\Nc1ccc(S(=O)(=O)N2CCCC2)cc1[N+](=O)[O-])c1cccs1	-5	12	1.1	0.7	·	-25	-9	-0.5	-8
COc1cc(OC)cc(-c2nc3ccccc3c(=O)n2OC(=O)c2ccccc2C)c1	0	6	0.4	-7.1	0.1	-8	28	-0.1	0
CCCn1c(=O)c(C(=O)NCc2cccnc2)c(O)c2ccccc21	-4	-14	4.0	-0.9	·	0	0	-0.9	-4
COc1ccc(-c2cc(C(=O)NN3CCOCC3)c3ccccc3n2)cc1OC	1	15	2.2	0.6	1.4	-15	4	-1.8	13
COc1ccc(C(=O)/C=C/Nc2ccc(S(=O)(=O)Nc3nc(C)cc(C)n3)cc2)cc1OC	-3	-3	0.4	1.6	-2.6	-2	-2	1.5	-6
CC(=NCc1cccnc1)c1c(O)n(-c2ccccc2C)c(=O)[nH]c1=O	2	27	-1.8	-2.3	2.7	3	9	-1.9	-5
COc1ccc(NC(=O)COC(=O)CNS(=O)(=O)/C=C/c2ccccc2)cc1OC	-2	11	-0.8	-0.8	0.8	0	4	-0.4	-2
COCc1cc(=O)[nH]c(N2CCN(C(=O)c3ccco3)CC2)n1	-12	14	-0.2	-1.3	0.6	12	-7	-0.6	9
Cc1ccccc1-n1nnnc1SCC(=O)Nc1ccc(S(=O)(=O)N2CCCC2)cc1	-1	17	-1.6	-4.4	·	4	-5	0.9	?
CCOc1cc(C(C(=O)NCC2CCCO2)N(C(=O)Cn2nnc3ccccc32)c2cccc(OC)c2)ccc1O (stereo not given)	-1	-2	-0.2	·	-0.7	3	15	-0.7	7
COc1cc(OC)c2c(-c3ccccc3)cc(=O)oc2c1C(CCN1CCCC(C)C1)c1ccc(N(C)C)cc1 (stereo not given)	-7	3	11	-2.2	-9.3	-7	-12	-1.3	-16
Cc1ccc(-n2c(O)c(C=Nc3ccc(S(=O)(=O)N(C)C)cc3)c(=O)[nH]c2=O)cc1	2	-12	-1.5	-0.7	·	-2	13	-0.1	20

structure	Anthrax LF prot	CCHFV vOTU inh	PfHsp40 rescue	FadD28 binding	TcdB GH inh	PrPC surface inh	Yp Topo-I inh	BoNT A protease	BoNT F protease
COc1ccc(S(=O)(=O)NC(C)C(=O)NCc2ccc3c(c2)OCO3)cc1OC (stereo not given)	-1	-10	1.2	·	0.9	0	-2	1.9	0
CC1=Nc2ccc(C)cc2/C1=C/c1c(N)n2oc(C)cc2nc1=O	0&0	6&-8	-0.3&0.6	0.9&0.4	6.6&1.3	46*!	5&1	-0.1&0.8	?
COc1cccc(NC(=O)CN(C)C(=O)C2CC3C=CC2C3)c1 (stereo not given)	-4	-1	0.5	0.5	2.3	10	0	0.2	0
COc1ccc(S(=O)(=O)NCC2CCC(C(=O)NCC(OC)OC)CC2)cc1 (stereo not given)	-6	2	-0.3	-4.3	0.8	0	-3	-0.9	-1
COC(=O)c1ccccc1NC(=O)C/C(C)=N/NC(=O)CC#N	0	-15	-1.6	-1.7	-0.8	-2	1	-4.0	-19
CC1=N/C(=C/c2cccnc2)C(=O)O1	0	2	-0.7	-2.4	0.9	2	7	-1.7	-7
COc1ccc(C(C(=O)NC2CCCCC2)N(C(=O)c2ccco2)c2ccccc2OC)cc1 (stereo not given)	4	6	0.0	-1.4	0.5	-1	24	-2.9	-29
COC(=O)C1=C(N)OC2=C(C(=O)CCC2)C1c1cccnc1 (stereo not given)	-8	1	-1.2	-2.3	0.9	3	-1	1.6	0
COc1ccccc1N(CC(=O)Nc1ccc(F)c(F)c1)S(C)(=O)=O	-9	3	0.3	-2.3	·	-5	-2	0.4	-3
COc1ccc(S(=O)(=O)N2CCCCCC2)cc1C(=O)OCc1cccc(OC)c1OC	1	4	6.4	-2.3	0.1	-3	2	-3.3	-9
O=C(CN1CCN(c2ccccc2)CC1)Nc1nccs1	-2	-3	-0.7	0.8	·	-1	-5	-0.6	-12
Cc1ccc(C(C(=O)NC(C)(C)C)N(Cc2cccs2)C(=O)c2csnn2)cc1 (stereo not given)	-6	2	0.0	-2.0	·	0	22	-0.8	-4
COc1ccc2nc3sc(C(=O)NCCCN4CCc5ccccc5C4)cc3cc2c1	14	-3	3.1	-16	2.0	-40	6	17	-12
Cn1c(SCC(=O)NCC2CCCO2)ncc(C(=O)Nc2ccc(Cl)cc2)c1=O (stereo not given)	2	-2	-0.1	-2.5	0.9	5	6	-0.2	14
CCCCOc1ccc(C(=O)NCc2ccco2)cc1	0	-28	-0.6	-1.2	·	-3	4	0.8	4
CSc1ccccc1-c1nnc(-c2ccc(Cl)c(Cl)c2)o1	-1	6	-1.3	-3.2	·	-3	0	0.3	-6
Cc1cc(=O)nc2c3ccccc3n(CC(=O)NCCC3=CCCCC3)n12	2	-3	0.1	-2.1	-1.2	-4	1	-0.1	-4
CC1CN(C(=O)c2cc(Br)c(Br)s2)CC(C)O1 (stereo not given)	-6	0	-0.1	-2.2	1.1	-3	3	-0.3	4
O=C(Nc1ccccn1)c1ccc(=O)[nH]n1	-1	9	0.1	-1.5	·	-5	1	-0.4	1
CCCCn1c(=O)[nH]c(=O)c2c1nc(-c1ccc(-c3ccccc3Br)o1)n2CC	1	6	-0.9	0.3	·	2	-2	-0.2	0
Cn1c(N)c(C(=O)Nc2c(Cl)cccc2Cl)sc1=S	-3	6	1.7	-0.5	0.8	-3	1	?	?
Cc1c(N/C=C/C(=O)c2cccs2)c(=O)n(-c2ccccc2)n1C	2	2	0.2	-2.3	·	-8	20	-0.1	2
Cc1cc2c(N=NC(=O)C3CC3c3ccccc3)c(O)[nH]c2cc1Br (stereo not given)	2	-15	-0.6	-1.7	·	3	1	2.5	15
CCc1cc(=O)oc2cc(C)cc(OCC(=O)NCC(O)c3ccccc3)c12 (stereo not given)	-5	-3	0.8	-0.8	0.3	-6	8	1.2	-4
Cc1c(C)c2ccc(OCC(=O)Nc3cccnc3)cc2oc1=O	-1	-23	0.8	-3.8	1.8	-4	-1	-1.0	-2
CCCCOc1ccc(-c2cnc3ccccc3n2)cc1	2	11	0.4	-0.9	·	-7	4	6.1	-8
COc1ccccc1CNC(=O)COc1ccc(S(=O)(=O)N2CCCC2)cc1	3	4	-0.7	-1.9	2.2	6	-10	-1.4	1
COc1ccc(NC(=O)Cn2nc(C(=O)O)c3ccccc3c2=O)cc1S(=O)(=O)N1CCCCC1	-7	-2	-0.2	-1.6	0.9	6	28	-0.4	-5
Cc1cc(C(=O)NN=C2CCCCCCC2)c2ccccc2n1	1	0	-0.5	-1.9	0.7	6	7	-2.9	1
O=C(Nc1ccc(N2CCOCC2)cc1)c1ccc2ncsc2c1	-3	1	0.4	-1.8	0.4	-3	-2	0.1	-13

structure	Anthrax LF prot	CCHFV vOTU inh	PfHsp40 rescue	FadD28 binding	TcdB GH inh	PrPC surface inh	Yp Topo-I inh	BoNT A protease	BoNT F protease
COCCn1c(C)cc(C(=O)CSc2nc3ccccc3c(=O)n2Cc2ccco2)c1C	-6	-10	-1.3	-1.8	0.2	-4	0	-1.2	-10
CC1CCC(NC(=O)c2cc3c(s2)CS(=O)(=O)C3)CC1 (stereo not given)	-3	3	-0.7	-4.2	0.3	-1	2	0.0	2
Cc1cccc(N(CC(N)=O)S(C)(=O)=O)c1C	-8	-9	-0.2	-2.9	·	-6	4	-0.3	3
COC(=O)Cc1cc(=O)n2c(nc3ccccc32)[nH]1	1	-28	-0.5	-2.6	-0.3	-2	-13	-3.4	?
COCC(C)NC(=O)c1ccc(-n2nc(C(F)(F)F)cc2-c2cccs2)cc1 (stereo not given)	-12	1	-0.3	-0.7	·	-9	26	-0.6	-7
CCOC(=O)CCc1c(C)nc2c(c(C)nn2C(C)(C)C)c1C	-8	14	0.1	-3.2	0.7	1	28	-0.6	-14
COc1cc2c(cc1OC)C(Cc1cc(OC)c(OC)cc1[N+](=O)[O-])=NCC2	-3	40*	-0.7	1.1	-2.0	-16	22	-0.5	-5

Given with two lines to a compound: part of the list above
Sequence of screens: Anthrax LF prot, CCHFV vOTU inh, PfHsp40 rescue, FadD28 binding, TcdB GH inh, PrPC surface inh, Yp Topo-I inh, BoNT A protease, BoNT F protease
COc1ccc2cc(C#CC3=CC(=O)C[C@H](c4ccc(F)cc4)C3)ccc2c1
    14, 12, ·, 0.6, -10, 8, 3, 6.4, 1
COc1ccc2c(c1OC)C(=O)OC2Nc1nc(-c2cc3cc(Br)ccc3oc2=O)cs1 (stereo not given)
    6, 9, 7.6, 0.4, 1.2, -2, -4, 0.4, 4
O=c1c2[nH]c3ccc(Cl)cc3c2ncn1CCN1CCCCC1
    2, -6, 0.4, -3.2, ·, -6, -4, 0.2, 1
